ASAP1 GAP inh: inhibitors of human ASAP1 ArfGAP activity, primary screen, biochemical, fluorescence polarization; AID 624377, 2012; hit rate 0.19% among 360,000; ASAP1-stimulated ARF1 GTP hydrolysis, GDP FP detection; inhibition, % at 16.5 µM; Arf-GAP with SH3 domain, ANK repeat and PH domain-containing protein 1 (Homo sapiens), …; in the data active means inhibition above about 25%;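 further: 0% = vehicle with enzyme and substrate and 100% = no enzyme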
Target sequence (Q9ULH1 325-724 limits assumed): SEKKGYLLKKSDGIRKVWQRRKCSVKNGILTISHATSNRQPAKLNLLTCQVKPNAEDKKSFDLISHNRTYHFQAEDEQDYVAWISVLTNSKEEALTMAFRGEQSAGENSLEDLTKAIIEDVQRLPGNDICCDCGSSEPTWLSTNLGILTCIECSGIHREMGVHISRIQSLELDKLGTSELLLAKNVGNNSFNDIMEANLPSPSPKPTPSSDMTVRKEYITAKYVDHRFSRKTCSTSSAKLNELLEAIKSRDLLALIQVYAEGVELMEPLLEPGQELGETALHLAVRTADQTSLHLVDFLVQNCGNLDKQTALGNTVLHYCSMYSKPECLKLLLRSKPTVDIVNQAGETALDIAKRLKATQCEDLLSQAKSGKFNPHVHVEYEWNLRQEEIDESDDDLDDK
mABHD4 FP: ABHD4 inhibitors, primary screen, biochemical, fluorescence polarization, mouse; (Lyso)-N-acylphosphatidylethanolamine lipase (Mus musculus), Q8VD66; inhibition, % at 8.92 µM; hit rate 0.54% among 370,000; AID 720543, 2013; purified mABHD4, FP-Rh probe fluorescence polarization;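 active means inhibition exceeding the mean over every tested compound plus 3 SD, cut at about 30% in these data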;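 further: 0% = plate median of compound wells and 100% = S159A mutant with DMSO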
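Test system: mABHD4 protein | Buffer or medium: HEPES pH 7.0 buffer, 150 mM NaCl, 0.01% Pluronic F-127 | Probe or stimulus: FP-Rh fluorescent activity-based probe, added after compound pre-incubation | Timing: Pre-incubation 45 min, probe exposure 60 min, at 25 °C | Technique: Fluorescence polarization, excitation 525 nm, emission 598 nm, BODIPY TMR filters | Repeats: Single well per compound (singlicate)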
rCAG binder: binders of r(CAG) RNA repeats, primary screen, biochemical, fluorescence; r(CAG) RNA repeat, TO-PRO-1 dye displacement fluorescence; inhibition, % at 3 µM; hit rate 1.3% among 370,000; AID 651821, 2012;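 active means inhibition above the plate cutoff, the mean of all test compounds on that plate plus 3 SD, cut at about 35% in these data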;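 further: 0% = DMSO alone and 100% = 100 µM mitoxantrone as full dye displacement; higher means more dye released from RNA so lower well fluorescence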
SMARCA2 act: SMARCA2 (BRM) function activators, primary screen, cell-based, luminescence, high throughput; hit rate 1% among 370,000; MG213 cells, MMTV-luciferase reporter, dexamethasone, overnight; activation, % at 9.1 µM; in the data active means activation above about 7.8%;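 further: 0% = vehicle wells and 100% = reference activator wells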
NR1D1 modulator: modulators of Rev-erb alpha DNA binding, primary screen, biochemical, FITC-DNA, fluorescence polarization, uHTS. hit rate 0.79% among 370,000. Rev-erbα–FITC-DNA binding, 90 min. Nuclear receptor subfamily 1 group D member 1 (Homo sapiens), P20393. activity, % at 10 µM;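 active means activity above about 14%, limit read from the data; passing the limit was not always enough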;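 further: 0% = DMSO wells with 35 nM protein and 100% = DMSO wells with 750 nM protein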
Target sequence (P20393 whole entry, looked up): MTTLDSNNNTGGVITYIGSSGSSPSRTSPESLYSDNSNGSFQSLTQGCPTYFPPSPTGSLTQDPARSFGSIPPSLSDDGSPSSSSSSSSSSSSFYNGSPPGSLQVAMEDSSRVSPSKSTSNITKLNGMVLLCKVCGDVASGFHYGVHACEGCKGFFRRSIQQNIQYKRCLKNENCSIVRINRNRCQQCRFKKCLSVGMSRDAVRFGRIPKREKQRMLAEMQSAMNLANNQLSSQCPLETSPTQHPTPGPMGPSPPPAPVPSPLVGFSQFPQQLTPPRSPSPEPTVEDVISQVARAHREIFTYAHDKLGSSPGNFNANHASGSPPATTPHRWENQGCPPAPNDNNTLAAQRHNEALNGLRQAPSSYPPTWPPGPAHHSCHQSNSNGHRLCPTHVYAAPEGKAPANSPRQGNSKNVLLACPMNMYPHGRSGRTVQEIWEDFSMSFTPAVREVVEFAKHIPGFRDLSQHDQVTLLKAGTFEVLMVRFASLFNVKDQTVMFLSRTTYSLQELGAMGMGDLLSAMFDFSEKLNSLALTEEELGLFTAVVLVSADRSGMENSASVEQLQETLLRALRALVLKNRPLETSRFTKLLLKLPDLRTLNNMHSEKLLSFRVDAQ
PG9 Ab binder: binders of HIV-1 gp120 antibody PG9, primary screen, biochemical, TR-FRET | HIV-1 gp120 / PG9 antibody interaction | TR-FRET gp120-PG9 antibody binding | inhibition, % at 6.7 µM | hit rate 0.43% among 360,000; in the data active means inhibition above about 8.5%
HTRA1 inhibitor: HTRA1 serine protease inhibitors, primary screen, biochemical, fluorescence polarization, HTS; recombinant HTRA1, FP-rhodamine activity-based probe; AID 504803, 2011; hit rate 0.5% among 340,000; inhibition, % at 5.96 µM; Q92743; in the data active means inhibition above about 36%;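 further: 0% = enzyme with DMSO and 100% = wells lacking enzyme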
ARFGAP1 inhibitor: inhibitors of rat ARFGAP1 GAP activity, primary screen, biochemical, fluorescence polarization, GDP tracer | ADP-ribosylation factor GTPase-activating protein 1 (Rattus norvegicus), Q62848 | Arfgap1-stimulated ARF1 GTP hydrolysis, GDP FP detection | inhibition, % at 16.5 µM | hit rate 0.26% among 360,000 | AID 651572, 2012;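 active means inhibition above a per-plate limit, mean inhibition of low control wells plus 3 SD, cut at about 25% in these data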;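 further: 0% = DMSO wells with enzyme and 100% = wells lacking Arfgap1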
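Assay system: purified rat His6-Arfgap1 residues 1-136 (GAP domain); Reagent: human Δ17 ARF1 bound to GTP; Dosing: 16.5 µM single point, 1.26% DMSO; Times: GTP hydrolysis reaction 2 h at 25 °C; Signal: FP, GDP Alexa 633 tracer displaced from anti-GDP antibody, 620/688 nm; Measure: % inhibition from polarization.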
GC-B act: human GC-B receptor activators, primary screen, HEK293 GC-B cells, cGMP TR-FRET, EC30 CNP; AID 1920062, 2024; 0% at EC30 CNP, 100% saturating CNP; Atrial natriuretic peptide receptor 2 (Homo sapiens), P20594; activation, % at 10 µM; hit rate 0.11% among 370,000;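 active means activation at 10 µM reaching about 35% in either raw or pattern-adjusted values, limit read from the data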
GC-A act: GC-A stimulated cGMP production enhancers – HEK293 GC-A cells, cGMP TR-FRET, EC30 ANP, primary screen. Atrial natriuretic peptide receptor 1 (Homo sapiens), P16066. 0% at EC30 ANP, 100% saturating ANP. activation, % at 10 µM. hit rate 0.14% among 370,000; in the data active means activation above about 40%
Starred values were filed as active, the others as inactive; x = no result given.

Values run as follows: ASAP1 GAP inh, mABHD4 FP, rCAG binder, SMARCA2 act, NR1D1 modulator, PG9 Ab binder, HTRA1 inhibitor, ARFGAP1 inhibitor, GC-B act, GC-A act
> CN1C(=O)c2ccccc2C(C(=O)O)C1c1cccc(F)c1 (configuration not stated)
 : -1.3, -0.9, 0.3, 6.4, 7.6, -3.0, -3.9, 12.0, 3.2, 0.8
> O=C1CCCCC/C1=N/Nc1ccc(OCc2ccccc2)cc1
 : 10.8, 11.7, 0.0, 1.4, 0.6, -1.2, 0.4, 3.2, -1.5, -0.9
> CC1CCCN(CCCNC(=O)c2ccc3c(c2)N(Cc2cccc(Cl)c2)C(=O)c2ccccc2S3=O)C1 (configuration not stated)
 : 11.0, -6.3, 6.2, 1.6, -7.5, -0.2, -19.2, -6.0, -0.6, -2.6
> COCCCn1c(SCC(=O)NC2CCCCC2)nnc1-c1ccncc1
 : -6.0, 4.2, -3.9, -0.2, -0.5, -0.1, 4.0, -2.7, 2.0, 5.2
> COc1ccc(C(C(=O)NC2CCCCC2)N(C(=O)c2ccco2)c2ccc(-n3cnnn3)c(C)c2)cc1 (configuration not stated)
 : 2.0, 8.2, 1.2, -5.7, -0.6, 1.0, -0.5, -5.9, -5.8, -1.2
> CCOC(=O)C1=C(C)N2C(=C(C#N)[C@@H]1c1ccc(C(=O)OC)cc1)SC[C@@]2(O)C(C)(C)C
 : -7.2, -6.8, 4.5, -7.1, 6.5, 1.8, -11.6, -7.5, 7.9, 2.1
> COc1ccccc1NC(=O)NCCCN1CCN(c2cccc(Cl)c2)CC1
 : 3.5, 10.0, 0.0, -0.9, 6.8, -1.6, -8.1, -1.5, -8.1, -2.5
> CCc1ccc(OCCCCCn2ccnc2)cc1
 : 9.0, 8.0, -6.7, 1.0, 6.0, -0.4, 5.5, -3.6, -2.6, 1.5
> CN1CCN(S(=O)(=O)c2ccccc2)CC1
 : -0.3, -5.7, 0.7, -1.8, -5.3, -1.1, -0.3, 1.9, -0.4, 0.1
> Cc1ccc(S(=O)(=O)NNC(=O)CCC(=O)Nc2ccccc2Cl)cc1
 : -11.8, -1.6, 0.5, 0.6, -0.5, -0.9, 3.2, -5.9, 1.6, 3.7
> Cc1nc(SCc2ccc(O)c([N+](=O)[O-])c2)c([N+](=O)[O-])[nH]1
 : 5.3, 24.9, 3.3, 5.0, 7.3, -2.5, 0.2, 4.9, -1.9, -3.9
> Cc1cc(C)nc(NC(=O)C2c3ccccc3Oc3ccccc32)n1
 : -7.2, -2.9, -4.2, -3.0, -0.5, 0.1, x, 1.6, -7.8, -16.9
> Cc1ccc(NC(=S)N/N=C2\CC3CC=CC23)c(C)c1 (configuration not stated)
 : -8.8, 6.5, 13.5, -2.8, 1.6, -0.5, -10.1, 6.1, 0.9, -1.9
> Cc1ccccc1NC(=O)NC1(C(=O)N2CCC(C(N)=O)CC2)CCCCC1
 : 6.0, -0.8, 1.0, -2.0, 0.9, -1.6, 5.2, 6.9, 1.3, -2.2
> O=C(CSc1nncs1)Nc1ccc(S(=O)(=O)N2CCCC2)cc1
 : 3.2, -4.7, 3.5, -5.1, -4.7, -1.5, 1.7, -3.8, -1.4, -2.0
> COc1ccc(CCNC(=O)CSc2ccccc2)cc1OC
 : -20.2, -2.6, 0.0, -0.1, -6.2, -2.3, -1.6, 2.4, 4.1, 4.5
> CCCN(CCC)c1nc(-c2ccccn2)nc2ccccc12
 : -16.0, -1.1, -7.1, -1.7, -3.5, -1.1, 10.6, 5.9, 1.2, 1.0
> CC(C)N1CCC1(C)C(=O)Nc1ccc2cn[nH]c2c1 (configuration not stated)
 : -12.4, -1.9, 1.3, -2.6, -4.6, -0.8, x, 0.6, -1.5, 0.5
> CN(C)S(=O)(=O)c1cc(NC(=O)CN2CCN(c3ccccc3F)CC2)ccc1Cl
 : 18.2, -3.3, -2.1, -2.5, -4.3, 0.3, -6.2, 5.3, 1.4, -3.2
> CCN1C(=O)N(C)C(N(O)C(=O)NC)C1(C)C (configuration not stated)
 : -7.4, 5.4, 1.0, 0.3, -3.3, -1.7, 4.8, 25.9*, -6.0, 2.0
> CC(C)(C)NC(=O)Cn1nnc(-c2ccc(S(C)(=O)=O)cc2)n1
 : -2.8, 1.0, 5.8, -5.4, 2.0, 1.2, 3.0, 6.2, 4.4, 2.1
> Cc1ccn2cc(C(=O)NCc3ccco3)nc2c1
 : -14.3, 3.0, 1.3, -1.2, x, -2.1, 8.7, 6.9, x, x
> CCN(CC)CCOC(=O)c1cc(Cl)c(N)cc1OC
 : 4.1, -18.7, -0.9, -2.6, -1.3, -10.7, 1.7, 12.4, 1.1, 1.0
> O=C(Cc1ccccc1F)Nc1cc(S(=O)(=O)N2CCCC2)ccc1Cl
 : 4.1, 1.4, 1.2, -0.9, 3.5, 1.6, -4.8, -1.7, -1.6, 4.1
> O=C(O)c1ccccc1C(=O)NCc1c(Cl)cccc1Sc1ccc(Cl)cc1
 : -2.5, 0.5, 6.1, -3.2, 3.5, -1.8, -3.6, 6.7, -0.2, -0.8
> O=C(CCC1CCCN(C(=O)c2ccc(F)c(F)c2)C1)N1CCN(c2ccccn2)CC1 (configuration not stated)
 : 2.7, -0.4, -7.9, -1.6, -2.0, -3.1, 4.0, 6.8, 2.7, -4.2
> CCOc1ccccc1/C=C/c1nc2ccccc2[nH]c1=O
 : -12.3, 5.7, 2.0, 6.2, -1.1, -2.0, 39.7*, 3.4, -1.1, -0.7
> COCCN(Cc1cc2ccc(C)cc2[nH]c1=O)S(=O)(=O)c1ccccc1
 : -1.0, 4.6, -4.7, -5.8, -0.2, -1.8, -5.1, 3.0, 0.2, -4.6
> CC(=O)Nc1ccc(S(=O)(=O)N2CCN(Cc3cccc([N+](=O)[O-])c3)CC2)cc1
 : 8.1, 5.0, 4.0, -3.3, 7.2, -3.8, x, -14.0, -1.2, 2.0
> O=C1C=CC(O)(c2cc(=O)c3c(O)cc(O)cc3o2)C=C1
 : 2.0, 3.0, 1.0, -7.3, -1.9, 0.2, -5.8, 16.7, -8.9, -0.2
> S=c1nc[nH]c2c1sc1nc(N3CCOCC3)c3c(c12)CCCC3
 : 8.9, 1.2, 9.8, -2.2, -1.3, 0.0, -0.1, 1.8, 19.6, 11.4
> CN(C(=O)c1cccc(NC(=O)Cc2ccc(NC(=O)C3CCCN(C(=O)C4CCCC4)C3)cc2)c1)C1CCC1 (configuration not stated)
 : -0.8, 2.1, 0.6, 0.8, 2.9, 0.9, -4.3, 13.5, -2.7, 1.7
> Cn1c(O)c(N=Nc2ccccc2[N+](=O)[O-])c2ccccc21
 : 1.7, 5.5, 6.8, 3.7, -2.9, -2.3, 1.4, 11.4, -9.2, -10.2
> CCc1n(CC(O)COCC2CC=CCC2)c2ccccc2[n+]1C (configuration not stated)
 : -11.0, 22.6, -1.7, 1.0, 0.6, 0.6, 6.0, 3.9, 5.5, 0.1
> O=C(COC(=O)c1cccs1)c1ccc2ccccc2c1
 : -1.4, -15.5, 3.0, 4.2, -0.9, -0.6, -22.8, 0.6, -7.8, 4.0
> COc1ccc(C2=NOC(Cn3nc(-c4ccccc4)cc3C(=O)NCc3ccccc3OC)C2)cc1 (configuration not stated)
 : 9.2, -5.9, 0.8, 0.6, -0.8, -1.1, -13.0, -7.0, 3.9, -4.5
> COc1ccc(C(c2c(NC(C)=O)sc3c2CCCC3)N2CCN(CCO)CC2)cc1OC (configuration not stated)
 : -0.5, 0.9, 1.4, -0.1, -1.9, 1.9, -6.1, 9.7, -14.8, -14.4
> CC(=O)Nc1ccc(S(=O)(=O)NCCC(=O)OCC(=O)NC(C)c2ccc(Cl)cc2)cc1 (configuration not stated)
 : -17.6, -0.7, 1.1, 4.5, 2.2, -3.1, 0.5, -17.6, 1.0, -2.4
> Cc1cccc(OCC(=O)Nc2cccc(O)c2)c1
 : -7.3, 4.1, 2.2, 4.5, 5.8, -0.6, -0.7, -1.6, 5.4, 6.0
> COCC(=O)c1[nH]c2ccccc2c1C
 : 13.3, 5.5, -1.9, -2.3, 0.7, -0.1, -0.5, 3.5, 1.9, -0.2

A second format for some results above:
canonical_smiles,ASAP1 GAP inh,mABHD4 FP,rCAG binder,SMARCA2 act,NR1D1 modulator,PG9 Ab binder,HTRA1 inhibitor,ARFGAP1 inhibitor,GC-B act,GC-A act
Cc1cccc(OCC(=O)Nc2cccc(O)c2)c1,-7.3,4.1,2.2,4.5,5.8,-0.6,-0.7,-1.6,5.4,6.0
COCC(=O)c1[nH]c2ccccc2c1C,13.3,5.5,-1.9,-2.3,0.7,-0.1,-0.5,3.5,1.9,-0.2

Next structures follow.
Values run as follows: ASAP1 GAP inh, mABHD4 FP, rCAG binder, SMARCA2 act, NR1D1 modulator, PG9 Ab binder, HTRA1 inhibitor, ARFGAP1 inhibitor, GC-B act, GC-A act
> CCC(NC(=O)Nc1cc(C)on1)(C(F)(F)F)C(F)(F)F
 : 0.9, 1.5, -4.8, -0.3, -0.6, -0.1, 1.2, 6.6, 0.2, 0.6
> Cc1ccc(S(=O)(=O)NC(CC(=O)O)c2ccccc2)c(C)c1 (configuration not stated)
 : -0.7, 2.5, 0.7, -0.9, -2.4, -0.9, 5.3, 7.5, 2.8, 1.3
> CC(C)CC(=O)Nc1ccc(C(=O)NNC(=S)NC(=O)C2CCCCC2)cc1
 : -9.7, -0.4, 13.5, -0.2, -5.1, -0.9, 14.1, 0.5, 0.9, -2.1
> COc1ccc(NC(=O)C2(C)CCN2C)cc1OC (configuration not stated)
 : 6.5, 0.4, -1.1, 4.9, -3.4, -0.2, x, 2.5, -1.4, 5.5
> CC(C)CC(=O)Nc1ccc(C(=O)COC(=O)C2=COCCO2)cc1
 : 4.8, 94.7*, -4.1, -1.1, -6.8, 1.6, -6.0, -0.4, -3.3, -2.3

Screens as filed in PubChem BioAssay.

Outcome played no part in choosing rows; about 4.4% have a hit in one of these screens.
